OPRM1-OPRD1 ag – agonists of human mu-delta opioid receptor heterodimerization. activation, % at 9.3 µM. P35372+P41143. cells, OPRM1-OPRD1 heterodimerization, luminescence. AID 504326. 0.3% of 340,000 active; in the data active means activation above about 18%;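 further: 0% = vehicle-treated cells and 100% = reference agonist; values of inactives mirror those of a sister screen read the other way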
Target sequence (P35372 whole entry, looked up): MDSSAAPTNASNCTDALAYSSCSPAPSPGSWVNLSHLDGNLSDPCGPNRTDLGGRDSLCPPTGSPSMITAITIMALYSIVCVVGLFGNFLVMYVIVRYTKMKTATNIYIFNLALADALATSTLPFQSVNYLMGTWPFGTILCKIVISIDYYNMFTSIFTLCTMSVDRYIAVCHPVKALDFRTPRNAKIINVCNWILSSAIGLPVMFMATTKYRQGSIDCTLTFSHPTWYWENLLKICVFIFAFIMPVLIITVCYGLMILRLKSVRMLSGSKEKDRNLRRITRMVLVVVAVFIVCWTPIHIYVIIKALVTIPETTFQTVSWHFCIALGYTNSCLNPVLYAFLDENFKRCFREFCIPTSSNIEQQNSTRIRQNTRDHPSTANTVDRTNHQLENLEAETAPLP
Target sequence (P41143 whole entry, looked up): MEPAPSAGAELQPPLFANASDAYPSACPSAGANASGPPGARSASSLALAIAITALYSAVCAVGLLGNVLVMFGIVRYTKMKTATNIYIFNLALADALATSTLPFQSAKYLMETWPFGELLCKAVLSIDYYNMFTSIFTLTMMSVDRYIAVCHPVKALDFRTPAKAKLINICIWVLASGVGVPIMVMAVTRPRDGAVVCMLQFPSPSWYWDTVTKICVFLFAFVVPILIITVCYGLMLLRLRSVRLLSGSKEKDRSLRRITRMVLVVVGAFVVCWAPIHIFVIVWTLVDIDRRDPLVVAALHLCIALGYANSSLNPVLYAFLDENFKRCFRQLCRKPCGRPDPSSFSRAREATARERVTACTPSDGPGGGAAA
Mot1-301 SUMO – SUMOylation pathway inhibition by Mot1-301 growth rescue; S. cerevisiae Mot1-301 growth rescue, ATP luminescence, 38.5C; percent above DMSO median, 100 means doubled; growth rescue, % at 18.8 µM; 1% of 320,000 active;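 active means every valid replicate shows activation above 250% relative to neutral control wells; inactive means the rest, any valid replicate at or below 250%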;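 further: OY570 slx delta 5 strain wells were the positive control but not used for scaling; some compounds called inactive have numbers as strong as hits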
HTR5A ag – HTR5A agonism, opioid heterodimer counter-screen | activation, % at 9.3 µM | HTR5A agonist assay, luminescence, cell-based | 0.61% of 340,000 active; in the data active means activation mostly above about 9.5%, no sharp cut-off; inactive means mostly below about 7.6%;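 further: 0% = cells with vehicle only and 100% = reference agonist; strong numbers were not always called active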
Target sequence (P47898 whole entry, looked up): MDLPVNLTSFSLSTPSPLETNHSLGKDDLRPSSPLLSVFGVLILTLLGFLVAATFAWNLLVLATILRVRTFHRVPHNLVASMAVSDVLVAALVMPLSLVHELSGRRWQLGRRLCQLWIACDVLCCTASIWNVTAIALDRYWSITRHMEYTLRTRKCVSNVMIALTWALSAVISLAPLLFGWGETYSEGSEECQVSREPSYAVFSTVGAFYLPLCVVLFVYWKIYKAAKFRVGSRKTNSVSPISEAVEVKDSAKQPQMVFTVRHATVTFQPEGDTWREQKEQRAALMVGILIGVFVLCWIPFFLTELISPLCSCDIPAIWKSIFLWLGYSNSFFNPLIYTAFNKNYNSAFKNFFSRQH
DSG3 Ab inh – human desmoglein-3 autoantibody binding inhibition; DSG3-coupled beads, scFv-anti-DSG3-GFP binding, flow cytometry; stronger effect = lower value; 0.48% of 310,000 active; binding (percent of control), % at 10 µM; P32926;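 active means binding more than 3 SD below its plate's average and above zero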;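 further: hits lower antibody fragment binding to DSG3; some compounds called inactive have numbers as strong as hits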
AddAB inh – less growth of phage-infected E. coli with AddAB. E. coli expressing H. pylori AddAB, absorbance growth. inhibition, % at 11.9 µM. 0.29% of 330,000 active. AID 435030; in the data active means inhibition above about 12%;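 further: 0% = vehicle wells of infected cells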
HTR5A inv ctr – HTR5A inverse agonism, opioid heterodimer counter-screen; P47898; HTR5A cell line, luminescence; inhibition, % at 9.3 µM; 0.083% of 340,000 active; AID 504634; in the data active means inhibition mostly above about 23%, no sharp cut-off; inactive means mostly below about 18%;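 further: 0% = cells with DMSO and 100% = no-cell wells with DMSO; some compounds called inactive have numbers as strong as hits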
MOR-DOR inv ag – inverse agonist of human OPRM1-OPRD1 heterodimerization. cell-based MOR-DOR heterodimer luminescence, inverse agonism. inhibition, % at 9.3 µM. P35372+P41143. 0.21% of 340,000 active; in the data active means inhibition above about 22%, passing the limit was not always enough;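 further: 0% = cells with DMSO and 100% = wells without cells with DMSO; values of inactives mirror those of a sister screen read the other way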
PKA-R1A act – activates the PKA-R1A holoenzyme complex; 0.083% of 340,000 active; P00514+P68181; activation, % at 11.4 µM; PKA-R1A dissociation, Cy5-IP20 fluorescence polarization; scaled: DMSO 0%, 113 µM cGMP 100%; AID 504707;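 active means percent activation above the mean of all tested compounds plus 3 SD, cut at about 19% in these data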;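 further: higher means more PKAc released from R1A so a rise in polarization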
phage Ecoli inh – E. coli growth loss with phage present; growth absorbance; inhibition, % at 11.9 µM; 0.26% of 360,000 active; AID 651602; in the data active means inhibition above about 11%
Ecoli viability – bacterial growth inhibition, counter-screen for AddAB inhibitors. AID 449728. 0.27% of 330,000 active. E. coli V3065 growth, OD600 absorbance, 18 h. inhibition, % at 11.9 µM;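 active means inhibition above the campaign's mean inhibition across all tested compounds plus 3 SD, cut at about 9.9% in these data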;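 further: uninfected addAB+ strain grown without phage in ampicillin broth; 0% = DMSO wells and 100% = ciprofloxacin 0.95 µg/ml wells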
PfHsp90 set2 – reduces growth (ATP signal) of yeast expressing P. falciparum Hsp90; 0.32% of 310,000 active; S. cerevisiae expressing PfHsp90, BacTiter-Glo ATP, 48 h; yeast lacking PDR1 and PDR3 efflux regulators; inhibition, % at 9.4 µM;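 active means every replicate shows inhibition above about 80%, whatever the replicate mean, limit read from the data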;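 further: 0% = DMSO neutral controls and 100% = 20 µM radicicol positive controls; yeast relying on Plasmodium falciparum Hsp90 in place of its own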
Numbers without * were called inactive; . = not tested or not shown.

item	canonical_smiles	OPRM1-OPRD1 ag	Mot1-301 SUMO	HTR5A ag	DSG3 Ab inh	AddAB inh	HTR5A inv ctr
1	Cc1ccc(S(=O)(=O)N(C)C)cc1NC(=O)C(C)N(C)CCOc1ccc(Cl)cc1 (stereo unspecified)	1.2	-7.8	5.0	109.2	-0.6	-7.9
2	COc1ccc(-c2oc3ccccc3c(=O)c2OCC(=O)O)cc1	1.1	-10.2	3.1	105.7	1.1	-8.1
3	CC1C(=O)C(C)C(c2ccccc2)N(N=O)C1c1ccccc1 (stereo unspecified)	2.2	.	-4.8	93.4	.	18.9
4	CCOC(=O)N1CCN(C(=O)CSc2ncnc3sccc23)CC1	0.5	.	-2.3	101.3	.	6.9
5	COc1ccc(CCN(C)C(=O)CNC(=O)c2ccccc2F)cc1OC	-1.3	-1.7	1.8	123.7	-0.2	-16.2
6	C=CCN1C(=O)/C(=C/c2cccs2)S/C1=N\S(=O)(=O)c1ccc(F)cc1	-2.3	-1.5	2.0	89.5	1.3	-3.2
7	COc1ccc(OCC#CCn2ccnc2)cc1	4.3	4.9	2.1	94.8	2.1	-6.1
8	O=C(O)c1cccc(NC(=O)c2cc(-c3cccc(Cl)c3)nc3ccccc23)c1	0.5	-3.7	2.1	105.9	0.9	-5.9
9	CCCCc1cc(=O)oc2cc(OC(C)C(=O)NCCN3CCOCC3)c(Cl)cc12 (stereo unspecified)	-0.5	31.0	10.3	101.6	2.0	-62.4
10	Fc1ccc2nc3c(nc2c1)CCCC3	0.9	-9.3	-2.7	92.9	1.1	10.2

item	MOR-DOR inv ag	PKA-R1A act	phage Ecoli inh	Ecoli viability	PfHsp90 set2
1	-8.2	1.7	-1.3	-4.0	-19.2
2	-6.6	1.2	3.4	-2.5	-11.7
3	-11.4	-1.1	3.5	.	0.2
4	-3.3	-8.7	-1.2	.	-12.8
5	6.7	-1.7	2.9	-0.1	.
6	12.4	-1.7	3.9	0.8	27.5
7	-31.2	1.6	2.8	1.1	-10.8
8	-2.5	-1.3	5.4	1.7	-6.7
9	2.8	-2.9	0.2	0.6	22.6
10	-4.4	-1.7	0.4	1.7	4.9

Next section (3 carried over from the part before).
item	canonical_smiles	OPRM1-OPRD1 ag	Mot1-301 SUMO	HTR5A ag	DSG3 Ab inh	AddAB inh	HTR5A inv ctr
8	O=C(O)c1cccc(NC(=O)c2cc(-c3cccc(Cl)c3)nc3ccccc23)c1	0.5	-3.7	2.1	105.9	0.9	-5.9
9	CCCCc1cc(=O)oc2cc(OC(C)C(=O)NCCN3CCOCC3)c(Cl)cc12 (stereo unspecified)	-0.5	31.0	10.3	101.6	2.0	-62.4
10	Fc1ccc2nc3c(nc2c1)CCCC3	0.9	-9.3	-2.7	92.9	1.1	10.2
11	NS(=O)(=O)c1ccc(CCNS(=O)(=O)c2cccc3nsnc23)cc1	0.8	2.6	2.3	.	5.1	3.2
12	N#Cc1ccc(CSc2nnc(-c3cccnc3)n2-c2ccccc2)cc1	-2.2	63.3	7.2	101.5	0.5	-7.0
13	Cc1cc(C)nc(Sc2nc(Nc3ccccc3)nc(Sc3nc(C)cc(C)n3)n2)n1	1.1	4.8	-0.1	99.5	1.1	10.7
14	CCN(CC)S(=O)(=O)c1ccc(NS(=O)(=O)c2cccs2)cc1	-1.7	3.5	-2.3	109.8	1.7	6.6
15	COc1ccc(COC(=O)C2CCN(S(=O)(=O)c3ccc(C)cc3)CC2)cc1	1.6	57.2	-5.3	103.7	2.4	12.9
16	COc1ccc2c(c1)C(C)=CC(C)(C)N2C(=O)CSc1nnc(-c2ccc(C)cc2)o1	1.8	58.5	0.0	94.4	1.3	-3.8
17	Cc1cc(C)nc(NC(=NCCc2c[nH]c3ccccc23)NC(=O)c2ccco2)n1	2.5	-5.2	19.1	94.7	-1.8	-52.8
18	CCN(CC)C(=O)CSc1nc2sc3c(c2c(=O)n1-c1ccc(C)cc1)CC(C)(C)SC3	-0.9	-21.2	-5.1	83.5	1.6	-3.7
19	Cc1ccc(NC(=O)CSc2nnc(Cn3c(=O)sc4ccccc43)n2C)cc1Cl	-0.5	-14.7	-3.0	106.8	0.9	8.2
20	CSc1nc2c(cnn2-c2ccccc2)c(=O)n1N	-0.4	-0.7	-2.5	94.0	0.3	6.5

item	MOR-DOR inv ag	PKA-R1A act	phage Ecoli inh	Ecoli viability	PfHsp90 set2
8	-2.5	-1.3	5.4	1.7	-6.7
9	2.8	-2.9	0.2	0.6	22.6
10	-4.4	-1.7	0.4	1.7	4.9
11	-4.7	-13.4	2.4	0.6	14.6
12	12.7	11.0	4.2	1.3	-10.0
13	-5.1	-2.8	1.8	-2.6	7.3
14	9.1	2.4	2.0	-1.5	18.5
15	-8.6	-1.0	2.2	3.9	3.1
16	-9.8	4.5	0.6	-2.2	-7.7
17	-14.0	-10.4	1.8	-2.1	-31.3
18	4.9	5.0	0.6	1.9	-1.6
19	2.7	-9.9	-0.1	-5.7	23.6
20	3.1	-14.8	2.8	0.8	.

More records follow:
item	canonical_smiles	OPRM1-OPRD1 ag	Mot1-301 SUMO	HTR5A ag	DSG3 Ab inh	AddAB inh	HTR5A inv ctr
21	O=C(c1ccccc1)N1CCN2C(=O)c3ccccc3C12c1ccc(Cl)cc1 (stereo unspecified)	-2.2	-15.9	-6.6	110.4	2.8	17.1
22	COc1ccc(CNC(=O)COc2ccc(S(=O)(=O)N3CCOCC3)cc2)cc1	-0.9	302.9	0.7	104.9	0.6	-10.9
23	N#Cc1ccsc1NC(=O)c1ccccn1	-2.9	-3.6	-5.5	98.5	-1.6	13.1
24	O=C1C2C3c4ccccc4C(c4ccccc43)[C@@H]2C(=O)N1c1cccnc1 (stereo partly specified)	-1.3	31.6	3.9	101.7	-1.9	-10.5
25	Cn1c(=O)c2c(ncn2CC(=O)OCCCC(=O)c2ccc(Br)cc2)n(C)c1=O	0.1	-13.0	0.6	.	-2.0	-2.4
26	CC(=O)c1ccc(-c2c(C)cc3oc(=O)cc(-c4ccccc4)c3c2C)cc1	-1.8	.	-1.6	95.8	1.5	5.7
27	N#Cc1nc(-c2cccc3ccccc23)oc1N1CCCCC1	-1.1	-17.0	2.9	107.8	0.2	8.3
28	O=c1sc2ccccc2c(N2CCCCC2)c1[N+](=O)[O-]	-1.1	67.8	0.0	122.0	-0.7	0.0
29	COC(=O)c1c(NC(=O)C(=O)N2CCCC2)sc2c1CC(C)(C)OC2	-3.0	-5.3	0.4	89.6	0.6	-1.7
30	O=[N+]([O-])c1ccc(-c2cn(-c3ccc(Cl)cc3)c(=S)[nH]2)cc1	-0.5	-2.0	2.7	94.8	2.9	2.8

item	MOR-DOR inv ag	PKA-R1A act	phage Ecoli inh	Ecoli viability	PfHsp90 set2
21	10.9	2.6	2.1	1.5	-2.5
22	6.0	-9.0	2.2	0.6	12.3
23	13.9	7.8	0.1	-0.3	-24.4
24	7.8	-11.6	1.6	-0.3	-12.5
25	-0.7	-5.6	-0.3	0.1	12.1
26	8.9	-5.3	2.3	-1.2	-47.0
27	6.1	3.1	1.0	2.1	-1.7
28	5.4	0.8	-2.0	1.4	.
29	15.8	-1.4	4.2	-0.8	1.0
30	2.5	-8.5	2.1	-1.6	-25.9

(continued)
item	canonical_smiles	OPRM1-OPRD1 ag	Mot1-301 SUMO	HTR5A ag	DSG3 Ab inh	AddAB inh	HTR5A inv ctr
31	CN(C)S(=O)(=O)c1cccc(COC(=O)Cc2c(F)cccc2Cl)c1	-1.0	-5.9	-1.4	117.6	-0.4	0.3
32	COCCCNC(=O)CCn1nc(-c2ccc(Cl)cc2)ccc1=O	0.4	-3.6	-0.2	87.4	-1.2	0.9
33	COc1ccc(CCNc2nc(-c3ccncc3)cs2)cc1OC	0.1	107.2	1.1	99.3	0.0	-7.1
34	Cc1cc2c(cc(C(=O)OC(C)C(=O)NCc3ccc(F)cc3)n2C)o1 (stereo unspecified)	-1.7	.	-1.2	101.4	.	4.3
35	Cc1nn(Cc2c(Cl)cccc2Cl)c(C)c1NC(=O)c1cn(-c2ccccc2)nc1-c1ccccc1	2.0	3.0	-3.0	105.7	1.4	-28.2
36	COC(=O)N/N=C/c1ccc(-c2ccccc2Cl)o1	-0.2	174.5	6.9	111.5	1.4	-18.9
37	CCOC(=O)CCCNC(=O)c1cncc(Br)c1	-2.0	-24.0	2.6	98.1	-0.3	-21.1
38	Cc1ccc(/C=C(/NC(=O)c2ccccc2)C(=O)NC(Cc2c[nH]c3ccccc23)C(=O)O)cc1 (stereo unspecified)	-1.6	7.1	0.7	.	3.9	-1.8
39	CCN(CC)C(=O)CN(Cc1ccccc1)S(=O)(=O)c1ccc(F)cc1	0.2	-4.1	6.5	110.0	1.5	-17.8
40	NC(=O)c1c(NC(=O)c2ccco2)sc2c1CCC2	0.8	-10.1	0.4	110.0	3.2	-6.2

item	MOR-DOR inv ag	PKA-R1A act	phage Ecoli inh	Ecoli viability	PfHsp90 set2
31	5.2	-0.1	1.2	-3.6	-0.7
32	-1.8	-7.7	1.9	-1.1	6.3
33	-0.6	-3.3	4.8	0.9	-19.4
34	8.7	-10.3	2.6	.	-19.3
35	-11.6	-8.9	.	0.0	33.1
36	1.3	2.8	3.3	-1.5	-13.2
37	9.7	-1.2	3.1	-2.2	7.2
38	12.4	3.1	0.6	-1.2	-12.5
39	-1.3	-0.5	2.0	0.0	18.2
40	-4.8	-12.9	6.0	2.9	25.2

The list continues:
item	canonical_smiles	OPRM1-OPRD1 ag	Mot1-301 SUMO	HTR5A ag	DSG3 Ab inh	AddAB inh	HTR5A inv ctr
41	O=C1S/C(=C\c2ccccc2)C(=O)N1CC(O)Cn1c2ccccc2c2ccccc21 (stereo unspecified)	0.5	-17.6	2.5	101.2	1.9	-6.5
42	CCCNC(=O)COC(=O)c1ccc(-c2ccccc2)cc1	-3.0	23.8	0.3	95.0	0.7	9.1
43	CC(CCc1ccccc1)NC(=O)COC(=O)c1cc(NS(=O)(=O)c2ccc(Cl)c([N+](=O)[O-])c2)ccc1O (stereo unspecified)	0.8	97.8	0.6	105.2	-0.3	-13.8
44	COc1ccc(CCNC(=O)c2ccc([N+](=O)[O-])cc2)cc1	-1.4	96.4	-1.3	112.0	-0.1	-22.2
45	O=C1OC(Nc2nccs2)c2ccccc21 (stereo unspecified)	-0.8	-15.4	2.7	107.1	4.1	17.0
46	CCOC(=O)CSC1=Nc2ccccc2C2=NC(CC(=O)NCc3cccs3)C(=O)N12 (stereo unspecified)	-1.6	-6.2	7.5	.	0.1	-12.4
47	Cc1ccc(-n2nnnc2CNC(=O)c2ccc([N+](=O)[O-])o2)cc1C	1.6	35.0	-1.5	92.5	-1.3	-11.9
48	COc1ccc(NC(=S)N(Cc2ccc(C)cc2)Cc2ccccn2)cc1	-2.3	-12.5	-4.7	.	-0.3	12.0
49	O=C(Nc1ncccc1O)c1ccc2c(c1)OCCO2	-1.4	24.6	1.9	98.7	3.8	9.5

item	MOR-DOR inv ag	PKA-R1A act	phage Ecoli inh	Ecoli viability	PfHsp90 set2
41	-2.3	2.2	6.6	2.0	0.3
42	14.2	6.5	1.9	1.3	-27.4
43	-4.2	-0.5	1.2	-0.8	-18.5
44	7.2	-3.7	5.3	-0.8	6.6
45	4.6	-2.8	2.4	0.0	6.4
46	9.6	-11.0	0.8	-4.1	4.6
47	-8.8	-1.2	3.1	-2.1	-13.9
48	10.6	-3.7	0.1	0.0	-57.0
49	7.3	-1.2	3.1	1.7	-21.3

Screening results from PubChem BioAssay.
